From PubChem BioAssay
KLK7 zymogen act: activates the human kallikrein-7 zymogen; purified proKLK7, EDANS-DABCYL substrate fluorescence; 100% is mature enzyme control, 0% vehicle; activation, % at 7 µM; 370,000 compounds, 0.9% hits;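 active = activation above the mean of all tested compounds plus 3 SD, computed per campaign excluding outliers beyond control limits, cut at about 13% in these data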
Target sequence (P49862 whole entry, looked up): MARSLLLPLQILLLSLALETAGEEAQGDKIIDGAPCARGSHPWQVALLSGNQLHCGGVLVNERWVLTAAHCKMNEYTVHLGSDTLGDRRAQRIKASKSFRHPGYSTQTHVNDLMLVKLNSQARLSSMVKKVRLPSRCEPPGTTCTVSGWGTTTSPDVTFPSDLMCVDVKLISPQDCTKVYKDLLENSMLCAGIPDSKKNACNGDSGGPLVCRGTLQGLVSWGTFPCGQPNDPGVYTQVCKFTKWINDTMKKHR
NPR1 activator: GC-A (human) enzyme activation; P16066; 370,000 compounds, 0.14% hits; AID 1671463; HEK293 GC-A cells, cGMP TR-FRET, EC30 ANP; 0% at EC30 ANP, 100% saturating ANP; activation, % at 10 µM; in the data active = activation above about 40%
FXN GAA850 act: activators of GAA850 frataxin (FXN) promoter | HEK293 lucGAA850 FXN promoter luciferase reporter, 24 h; percent of 10 µM SAHA response | activation, % at 6 µM | 360,000 compounds, 0.56% hits;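 active = activation above the average of all compounds screened plus 3 SD, cutoff fixed separately per campaign, cut at about 7.5% in these data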;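 also: 0% = DMSO wells and 100% = 10 µM SAHA wells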
NPR2 activator: GC-B (human) receptor activation; P20594; HEK293-GC-B cells, CNP EC30, cGMP TR-FRET; 0% at EC30 CNP, 100% saturating CNP; activation, % at 10 µM; 370,000 compounds, 0.11% hits; AID 1920062;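 active = activation at 10 µM reaching about 35% in either raw or pattern-adjusted values, limit read from the data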
DAX1 inh-1: NR0B1 (DAX1) inhibition. P51843. HEK293 Gal4-DAX1 luciferase reporter, luminescence. inhibition, % at 6.75 µM. 340,000 compounds, 0.99% hits. AID 504766;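 active = inhibition above the mean over all tested compounds plus 3 SD, cut at about 4.2% in these data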;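 also: 0% = DAX1-transfected cells with DMSO and 100% = empty-vector control cells with DMSO; inhibition shows as a rise in luminescence from relieved DAX1 repression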
Target sequence (P51843 207-470 limits assumed): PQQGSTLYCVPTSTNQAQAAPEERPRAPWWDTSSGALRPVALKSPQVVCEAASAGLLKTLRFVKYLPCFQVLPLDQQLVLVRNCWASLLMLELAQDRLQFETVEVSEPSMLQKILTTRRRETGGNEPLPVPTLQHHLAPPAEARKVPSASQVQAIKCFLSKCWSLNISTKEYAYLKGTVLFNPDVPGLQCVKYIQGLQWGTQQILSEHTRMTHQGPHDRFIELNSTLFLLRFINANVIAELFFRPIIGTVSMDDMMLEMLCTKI
hgDAF-12 ag: activates the H. glycines DAF-12 receptor ligand-binding domain; HEK293 GAL4-hgDAF12 UAS-luciferase reporter, agonist luminescence; normalized to butyrate control; activation, % at 6.8 µM; 370,000 compounds, 1.8% hits;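 active = activation above a cutoff set at the mean of all screened compounds plus 3 SD, cut at about 10% in these data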;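 also: 0% = DMSO wells and 100% = sodium butyrate wells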
DAX1 inh-2: inhibitors of DAX1 repression of SF-1 activated StAR promoter; HEK293T StAR-luciferase reporter, SF-1/DAX-1 repression relief; inhibition, % at 6.8 µM; 370,000 compounds, 1.1% hits; AID 652010;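 active = inhibition above the mean over all tested compounds plus 3 SD, cut at about 3.6% in these data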;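 also: 0% = DAX-1 cells with DMSO and 100% = cells lacking DAX-1 with DMSO; higher inhibition means more luminescence from relief of DAX-1 repression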
ssDAF12 agonist: S. stercoralis DAF-12 activation, primary screen | HEK293 ssDAF-12/GRIP1 lit1-tk-luc reporter, luminescence; % of 3 µM dafachronic acid response | activation, % at 6.8 µM | 370,000 compounds, 1% hits | AID 652126;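 active = activation above the mean over all tested compounds plus 3 SD, cut at about 0.9% in these data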;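 also: 0% = DMSO-only wells and 100% = 3 µM delta7-dafachronic acid wells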
sPLA2-III inh: Inhibits HGIII-sPLA2 liposome hydrolysis, primary screen. 370,000 compounds, 0.56% hits. inhibition, % at 12.2 µM. AID 743126. QFRET BODIPY PC-A2 liposome hydrolysis, fluorescence;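 active = inhibition above mean plus 3 SD of compounds lying within the high and low control bounds, cut at about 19% in these data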;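 also: 0% = median of test compound wells and 100% = no enzyme DMSO wells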
Target sequence (Q9NZ20 whole entry, looked up): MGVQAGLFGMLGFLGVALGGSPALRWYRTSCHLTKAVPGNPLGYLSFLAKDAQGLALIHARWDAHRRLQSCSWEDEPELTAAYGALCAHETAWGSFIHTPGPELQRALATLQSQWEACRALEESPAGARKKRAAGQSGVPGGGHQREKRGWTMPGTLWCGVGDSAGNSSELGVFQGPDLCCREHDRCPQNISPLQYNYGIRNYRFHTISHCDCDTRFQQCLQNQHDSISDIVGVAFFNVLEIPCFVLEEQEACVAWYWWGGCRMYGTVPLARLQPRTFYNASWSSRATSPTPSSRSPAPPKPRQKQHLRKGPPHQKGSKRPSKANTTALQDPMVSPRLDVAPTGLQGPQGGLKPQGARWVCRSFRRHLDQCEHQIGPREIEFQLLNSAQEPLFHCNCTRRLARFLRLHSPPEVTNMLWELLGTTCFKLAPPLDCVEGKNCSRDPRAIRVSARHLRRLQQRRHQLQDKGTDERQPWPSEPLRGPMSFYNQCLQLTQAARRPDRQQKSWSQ
SMARCA2 activ: increases SMARCA2 function in MMTV reporter cells; MG213 cells, MMTV-luciferase reporter, dexamethasone, overnight; activation, % at 9.1 µM; 370,000 compounds, 1% hits; AID 652017; in the data active = activation above about 7.8%;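 also: 0% = vehicle wells and 100% = reference activator wells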
hcDAF12 agonist: H. contortus DAF-12 activation, primary screen. HEK293 hcDAF-12 lit1-tk-luc reporter, luminescence; 0% DMSO, 100% Δ7-dafachronic acid. activation, % at 6.8 µM. 370,000 compounds, 1.4% hits;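 active = activation above the mean of all tested compounds plus 3 SD, cut at about 5.5% in these data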;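 also: 100% = response to 3 µM Δ7-dafachronic acid high control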
An asterisk follows results filed as active; · = no result given.

no.	Compound	KLK7 zymogen act	NPR1 activator	FXN GAA850 act	NPR2 activator	DAX1 inh-1	hgDAF-12 ag
1	Cc1ccc(S(=O)(=O)N(C)C)cc1NC(=O)COC(=O)C1CC(=O)N(c2ccc3c(c2)OCCO3)C1 (stereo not given)	0.1	-2	1.6	-3	-0.2	-1.4
2	CC1(C)CC(NC(=S)NC(=O)c2cc(Br)ccc2Cl)CC(C)(C)N1	0.2	-3	1.3	-2	-0.5	-1.2
3	CCCCNC(=O)CCCn1c(=S)[nH]c2cc3c(cc2c1=O)OCO3	0.7	1	0.9	-5	0.4	0.7
4	OC(c1ccccc1)c1nc(-c2cccc(C(F)(F)F)c2)cs1 (stereo not given)	-0.8	2	0.6	-3	·	1.1
5	COc1ccccc1OC(C)C(=O)Nc1ccccc1C(=O)NCc1cccnc1 (stereo not given)	0.2	-3	1.6	2	-0.5	-0.1
6	O=C(Nc1c(F)cc(F)cc1Br)c1cc2nc(C(F)F)cc(C(F)F)n2n1	1.3	6	2.0	4	-1.1	0.6
7	CCOc1ccc(N/C=C/C(=O)c2ccc(OC)c(OC)c2)cc1	-0.9	-4	4.7	0	2.1	-3.9
8	O=c1ccnc(SCCc2ccccc2)[nH]1	-0.4	2	-0.7	-2	1.5	-0.2
9	CC(=O)Nc1ccc(OCc2cnc(Cl)s2)cc1	0.8	-1	1.6	-3	1.7	1.8
10	O=C(CN1C(=O)CCC1=O)Nc1nc(-c2ccc3ccccc3c2)cs1	-2.7	18	2.7	-2	0.0	6.8
11	Nc1ncnc2c1ncn2[C@@H]1O[C@H](CO)[C@@H](O)[C@@H]1O	-0.4	2	-1.6	0	-0.3	0.3
12	COc1cccc(C2c3[nH]c4ccccc4c3C[C@H]3C(=O)N(C4CC4)CC(=O)N23)c1 (stereo not given in full)	-0.1	-47	1.2	-10	-0.3	-1.5
13	O=C(COC(=O)c1ccc2c(c1)OCCO2)NCCc1ccccc1	0.7	0	-0.7	3	-0.7	-2.3
14	O=C(Nc1nc(-c2ccncc2)cs1)C1c2ccccc2Oc2ccccc21	-0.8	-15	-3.8	-1	-2.1	-3.8
15	CCOC(=O)Cn1nc(C)c2c1CCCC2=O	-0.8	-1	0.8	1	0.4	1.1

no.	DAX1 inh-2	ssDAF12 agonist	sPLA2-III inh	SMARCA2 activ	hcDAF12 agonist
1	1.5	-0.8	-4	0	1.1
2	0.7	-0.9	7	0	-0.5
3	-0.2	-0.8	14	-4	-0.8
4	0.6	-1.1	-8	-1	-1.0
5	-0.1	-0.9	1	2	-2.4
6	-0.3	-1.0	-2	1	-0.3
7	0.1	-1.2	-20	3	-1.0
8	0.0	-1.4	4	4	0.1
9	0.7	-1.3	3	3	-0.2
10	1.5	-0.9	-21	6	-0.2
11	-0.6	-1.0	7	-3	-1.9
12	0.0	-0.5	-10	-3	1.5
13	2.6	-1.2	-2	0	-1.4
14	-1.1	-1.2	-6	-3	-3.1
15	-0.2	-1.5	0	3	-0.9

Part of the list above in order of formula weight, falling:
no.	Compound	KLK7 zymogen act	NPR1 activator	FXN GAA850 act	NPR2 activator	DAX1 inh-1	hgDAF-12 ag
14	O=C(Nc1nc(-c2ccncc2)cs1)C1c2ccccc2Oc2ccccc21	-0.8	-15	-3.8	-1	-2.1	-3.8
13	O=C(COC(=O)c1ccc2c(c1)OCCO2)NCCc1ccccc1	0.7	0	-0.7	3	-0.7	-2.3
7	CCOc1ccc(N/C=C/C(=O)c2ccc(OC)c(OC)c2)cc1	-0.9	-4	4.7	0	2.1	-3.9
11	Nc1ncnc2c1ncn2[C@@H]1O[C@H](CO)[C@@H](O)[C@@H]1O	-0.4	2	-1.6	0	-0.3	0.3
15	CCOC(=O)Cn1nc(C)c2c1CCCC2=O	-0.8	-1	0.8	1	0.4	1.1

no.	DAX1 inh-2	ssDAF12 agonist	sPLA2-III inh	SMARCA2 activ	hcDAF12 agonist
14	-1.1	-1.2	-6	-3	-3.1
13	2.6	-1.2	-2	0	-1.4
7	0.1	-1.2	-20	3	-1.0
11	-0.6	-1.0	7	-3	-1.9
15	-0.2	-1.5	0	3	-0.9

Other structures
no.	Compound	KLK7 zymogen act	NPR1 activator	FXN GAA850 act	NPR2 activator	DAX1 inh-1	hgDAF-12 ag
16	CCN1C(=O)[C@H]2[C@@H](c3ccc(C(F)(F)F)cc3)N[C@]3(CCCN(Cc4ccc(C)cc4)C3=O)[C@H]2C1=O	0.4	6	-1.9	5	-0.6	0.9
17	CCN(CCO)Cc1cn[nH]c1-c1ccc(C)c(C)c1	-0.1	3	-1.3	1	0.3	-0.4
18	O=C(c1ccc(-c2ccccc2)c(F)c1)C1CCCN(C(=O)c2cncs2)C1 (stereo not given)	0.8	2	0.5	2	-1.0	-5.3
19	COc1cc(-c2nc3n(n2)C(c2ccncc2)C2=C(CCCC2=O)N3)cc(OC)c1OC (stereo not given)	-0.1	1	3.0	1	0.3	0.5
20	COc1cc(OC)cc(-c2oc(=O)c3cc(OC)c(OC)cc3c2/C=C/c2ccc(F)cc2)c1	-0.2	-3	-0.4	1	-0.9	0.9
21	O=C(Nc1nc(=O)[nH]s1)c1ccccc1	0.0	-2	1.3	0	-0.8	-0.3
22	CC1CCCN(C(c2ccccc2)c2sc3ncnn3c2O)C1 (stereo not given)	0.6	1	0.9	5	-0.4	-1.9
23	Clc1ccc(CO/N=C2\CCCc3nonc32)cc1	0.0	1	4.2	2	-1.9	0.7
24	O=C(C[n+]1ccc(C(=O)N/N=C/c2ccc(OCc3ccccc3)cc2)cc1)c1ccccc1	-0.7	1	3.5	7	0.5	4.6
25	COC(=O)C1C(=O)C(C(=O)c2ccc([N+](=O)[O-])cc2)C(=O)CC1(C)C (stereo not given)	0.6	4	1.8	1	0.1	-2.1
26	Cc1cc(Nc2cccc(Cl)c2)n2ncnc2n1	-0.3	0	-0.7	0	1.0	0.0
27	O=C(COC(=O)c1cccc(O)c1)Nc1ccc(N2CCOCC2)cc1	-0.2	-2	-0.5	1	1.7	0.5
28	Cc1ccc2c(CC(=O)Nc3ccc(N4CCN(C)CC4)cc3C)coc2c1	-0.9	-2	2.4	-2	2.5	-2.3
29	Cc1ccc2oc(C(=O)N(C)Cc3ccc(C)o3)c(C)c2c1	-0.6	8	4.5	6	0.4	1.9
30	O=C(Cn1c(-c2ccco2)nc2ccccc21)N1CCCCC1	-3.8	-2	-0.2	-5	-1.2	-2.1

no.	DAX1 inh-2	ssDAF12 agonist	sPLA2-III inh	SMARCA2 activ	hcDAF12 agonist
16	-1.5	-1.3	2	-3	-0.1
17	-0.5	-1.1	7	0	1.1
18	-0.1	-1.5	-4	-2	-1.1
19	-0.7	-0.8	4	4	-0.7
20	-0.1	-1.1	5	0	1.0
21	-0.4	-1.0	1	-2	-0.2
22	0.4	-1.2	-27	3	1.1
23	-0.3	-1.0	0	13*	3.4
24	-0.2	0.1	-7	0	7.5*
25	0.2	-0.6	9	-1	-1.3
26	0.7	-0.5	-1	0	-1.4
27	-1.1	-0.9	-17	-4	1.0
28	-0.1	-1.3	-10	4	-0.9
29	0.1	-0.9	-16	-1	-2.8
30	-0.2	-1.1	2	0	-1.0

More structures
no.	Compound	KLK7 zymogen act	NPR1 activator	FXN GAA850 act	NPR2 activator	DAX1 inh-1	hgDAF-12 ag
31	COc1ccccc1NC(=O)c1ccc(NS(=O)(=O)c2c(C)noc2C)cc1	0.3	1	-0.4	2	-0.3	0.4
32	O=C(NCc1ccccc1)c1ccc(NC(=O)c2ccco2)cc1	-0.3	1	2.3	-2	0.4	-1.4
33	O=C(CSCc1ccc(F)cc1)Nc1ccccc1	1.0	3	1.1	6	0.5	-0.4
34	CC(C)(C)c1ccc(S(=O)(=O)O/N=C2/CCCCC2c2ccc([N+](=O)[O-])cc2[N+](=O)[O-])cc1 (stereo not given)	0.2	-3	0.6	1	-0.7	-0.8
35	O=C(CSc1nnc(Cc2ccc3c(c2)OCO3)n1C1CCCCC1)NC1CCCC1	-0.1	-10	0.2	-8	-1.9	-0.6
36	NNC(=O)CN1C(c2cccc(Cl)c2)=Nc2ccc(Br)cc2C1c1ccccc1 (stereo not given)	-2.5	-45	6.0	-32	0.3	0.3
37	COc1cccc(NC(=O)COC(=O)C2CC2)c1	0.4	-2	1.8	5	-0.7	4.1
38	Cc1nc(Nc2nc(-c3ccccc3)cc(=O)[nH]2)nc2ccccc12	0.3	-3	0.3	0	-1.8	-3.4
39	Cc1ncc(CN2CCCC(C(=O)Nc3ccc(-c4cccc(F)c4)cc3)C2)cn1 (stereo not given)	0.2	0	0.5	-4	-1.3	-2.3
40	Cc1c(C(=O)N2CCCCC2)c(S(=O)(=O)N(C)Cc2ccco2)c(C)n1C	-0.1	1	1.9	-3	0.2	-0.1
41	O=C1CC(=Nc2ccccc2)NN1c1ccccc1	0.1	7	-4.8	-1	-0.1	-0.6
42	COc1cccc(NC(=O)CN(C)C(=O)CC2Sc3ccccc3NC2=O)c1 (stereo not given)	-0.2	-2	-0.3	-4	1.6	1.0
43	Nc1cc(=O)[nH]c(SCC(=O)N2CCC(Cc3ccccc3)CC2)n1	-0.1	-4	0.0	0	-0.6	-1.8
44	COc1ccc(C(=O)COC(=O)CCCn2c(=O)oc3ccccc32)cc1	-0.2	0	0.8	2	-1.3	1.1
45	COc1ccc(CCNC(=O)C(C)OC(=O)c2cccs2)cc1OC (stereo not given)	-0.6	3	1.2	-6	-0.1	-1.6
46	CCOC(=O)c1c(C)[nH]c(C(=O)OCc2ccccc2F)c1C	0.4	6	7.3	-4	5.5*	13*
47	COc1cccc(S(=O)(=O)Nc2cccc(C(=O)N3CCCCCC3)c2)c1	-0.2	-1	-2.1	4	-1.4	-4.7

no.	DAX1 inh-2	ssDAF12 agonist	sPLA2-III inh	SMARCA2 activ	hcDAF12 agonist
31	0.6	-1.1	-10	-1	-1.6
32	1.4	-1.3	2	-1	-2.0
33	0.1	-1.4	4	1	-0.4
34	-0.1	-0.6	2	-4	-3.9
35	0.2	-1.3	-2	-1	-2.2
36	-0.3	-0.7	-4	-4	-1.3
37	1.0	-0.1	5	1	0.1
38	-1.1	-1.5	3	1	-2.0
39	-3.1	-1.6	-9	-2	-2.4
40	0.3	-0.8	3	-1	0.3
41	-0.1	-0.6	-7	1	-0.1
42	-0.6	-0.3	2	-2	2.1
43	2.0	-1.4	-8	-5	0.9
44	-0.4	-1.1	-13	2	-1.8
45	0.2	-1.1	7	3	-0.1
46	2.6	0.5	-10	7	6.3*
47	-0.6	-1.5	-8	-2	-0.8
